From PubChem BioAssay
Insulin prom inh = inhibitors of insulin promoter-driven GFP, primary screen, imaging, TRM-6 cells (human fetal islet line), eGFP reporter, cell count. reporter expression induced with tamoxifen. inhibition, % at 2 µM. 0.9% of 130,000 active;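 active = inhibition above the mean plus 3 SD, with well images judged a real hit on visual review, cut at about 60% in these data, passing the limit was not always enough; inconclusive = inhibition over the cutoff but images rejected on review; inactive = inhibition not above the cutoff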
SDO1 yeast rescue = growth rescue of sdo1-depleted yeast, primary screen, S. cerevisiae, bone marrow failure model; S. cerevisiae sdo1-depleted JHY4D growth rescue, OD600 30 h; stronger effect = higher value; pdr5 snq2 efflux-pump mutant strain; 0.21% of 140,000 active; z-score at 10 µM;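 active = z-score above 3 at both the 24 hr and the 30 hr optical density reads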;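 also: z-score against mean and SD of all compound wells on the same plate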
SDO1 yeast rescue Rescue 24 h = second read-out of SDO1 yeast rescue, no call of its own (marks repeat the call); z-score; S. cerevisiae sdo1-depleted JHY4D growth rescue, OD600; measured here: growth rescue at 24 h;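 0 is the plate mean of compound wells and units are plate SD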
Starred values were filed as active, the others as inactive; ? = inconclusive; / = not tested or not shown; [ ] = another dose, or the depositor's remark. The list is partial; count on the stated rates, not on these rows.

nr	SDO1 yeast rescue	SDO1 yeast rescue Rescue 24 h	Insulin prom inh	canonical_smiles
1	0.98	0.9	6	C/C(Cc1ccccc1)=N\NC(=O)c1ccc(F)cc1
2	/	/	-29	CC(=O)Oc1cccc(N2C(=O)c3ccc(C(=O)Nc4cccnc4)cc3C2=O)c1
3	0.94	-0.09	-36	O=C(CSc1nnc(-c2ccc(S(=O)(=O)N3CCCC3)cc2)n1CC1CCCO1)NC1CC1 (stereo not given)
4	/	/	-11	CN(Cc1ccccc1)C(=O)c1ccccc1NC(=O)C1CC1
5	-0.15	0.23	/	CC(=O)c1ccc(N2Cc3ccccc3/C2=N\C(=O)Nc2ccccc2)cc1
6	1	1.2	8	C[N+](C)(C)CCCCCC(=O)/C=N/O
7	-0.92	-0.41	/	CCC1SC2=NC(C)=C(C(=O)OC)C(c3cccs3)N2C1=O (stereo not given)
8	-0.03	-0.38	/	Cc1c(/C=C/C(=O)c2ccc(O)cc2)cnn1C
9	-0.79	0.1	50	CCOC(=O)c1cc(-c2ccncc2)nc2c1c(C)nn2C
10	0.29	-0.01	/	COc1ccccc1S(=O)(=O)Cc1ccc(C(=O)N2CCN(c3ccccc3)CC2)o1
11	-0.3	-0.47	?	COC(=O)Cc1c(C)c2c(O)cc(C)cc2oc1=O
12	0.09	-0.23	51	Cn1c(-c2ccc(Br)cc2)cnc1NCc1cccnc1
13	1.1	1.4	7	COc1ccc(/C=N/NS(=O)(=O)c2ccccc2)cc1OS(=O)(=O)c1ccc(C)cc1
14	-2	-0.98	-29	O=C(/C=C/c1ccc(Cl)cc1)N1CCN(c2ccc(Cl)cc2[N+](=O)[O-])CC1
15	0.69	0.06	25	CCC(=O)Nc1ccc(S(=O)(=O)Nc2cccnc2)cc1
16	-0.43	-1.6	47	Cc1cccc(Nc2ncnc3ccccc23)c1
17	-3	-1.3	/	COc1cccc(-c2cnc(NCc3cc(Cl)ccc3O)n2C)c1
18	0.25	0.13	/	CN1c2ccsc2C(O)=C(C(=O)Nc2ccccc2)S1(=O)=O
19	0.95[8.5 µM]	0.61	11	CC1=C(C(=O)Nc2cccnc2)C(c2ccncc2)n2nnnc2N1 (stereo not given)
20	1.3	-0.12	/	COc1ccc(CNC(=S)NC2CCCC2)cc1
21	/	/	-32	COC(=O)CSc1nn(-c2ccc(F)cc2)c(=S)s1
22	0.36	0.23	-11	CCN1CC(O)=C(c2nc3ccccc3s2)C1=N
23	/	/	-50	CC(C)Cn1c(N)c(C(=O)COC(=O)c2ccccc2Cl)c(=O)n(C)c1=O
24	-0.91	-0.83	-17	Cc1cc(C)cc(N(C(=O)Cc2cccs2)C(C(=O)NC2CCCCC2)c2ccccn2)c1 (stereo not given)
25	-0.09	-0.1	/	CC(C)(C)NC(=O)C(c1ccc(F)cc1)N(Cc1ccco1)C(=O)c1csnn1 (stereo not given)
26	-0.42	-0.75	-9	O=C(CCn1cnc2ccccc2c1=O)Nc1ccc(Cl)c(Cl)c1
27	-0.62	0.69	-55	COc1ccc(C2CC(c3ccccc3)=NN2C(=O)c2ccc(Cl)c([N+](=O)[O-])c2)cc1 (stereo not given)
28	-0.13	-0.52	/	COc1ccc(C2NCCO2)cc1OC (stereo not given)
29	/	/	28	O=C(CN1C(=O)c2ccccc2C1=O)OCCOCCN=C1NS(=O)(=O)c2ccccc21
30	-0.19[11.2 µM]	-0.55	11	COCCNC(=O)CSc1nc2c(n1-c1ccccc1)CCCC2
31	1.2	1.2	-227	Cc1ccc(-n2c(C)cc(/C=N/NC(=O)CC3(C)OCCO3)c2C)c(C)c1
32	0.56	-0.35	-14	Cn1nnnc1SCc1cc(=O)[nH]c2ccccc12
33	0.85	0.74	/	O=c1[nH]c2cc(Cl)c([N+](=O)[O-])nc2[nH]1
34	-1.2	-0.93	-91	CCOc1cccc(CNc2ccc(O)cc2)c1OCc1ccc(Cl)cc1Cl
35	-1.3	-1.1	81*	Cc1ccc(NC(=S)c2nc3ccccc3[nH]2)cc1
36	-0.62	-0.64	-40	CC(=O)Nc1ccc(Sc2ncccc2C(=O)Nc2ccc(OC(F)(F)F)cc2)cn1
37	1	0.3	13	CC(=O)N1CCC(N(CCN2CCOCC2)C(=S)Nc2cccc(C)c2)CC1
38	-0.45	-1.7	48	O=C(Nc1ccc(SC(F)F)cc1)C1=COCCO1
39	-0.17	0.03	-117	CCn1c(SCC(N)=O)nnc1-c1ccc(S(=O)(=O)N2CCN(C)CC2)cc1
40	-0.28	-1.1	3	CC(NC(=S)Nc1c(Br)cccc1OC(F)F)C(C)(C)C (stereo not given)
41	1.2	1.2	/	O=C(Nc1ccc(-c2nnc3n2CCCCC3)cc1)c1ccco1
42	-0.2	-0.26	/	CCOc1cc(C(=O)NCc2nnc(SCC(=O)OC)n2C)cc(OCC)c1OCC
43	-2	-1.6	43	Cc1ccc(CNc2oc(-c3cccs3)nc2C#N)cc1
44	-0.05	2.4	18	COCC(=O)Nc1sc2c(c1C(=O)OC)CCC(C)C2 (stereo not given)
45	-1.2	-0.78	48	COc1cccc(N2CCN(CC(=O)c3c[nH]c4ccc(OC)cc34)CC2C)c1 (stereo not given)
46	/	/	25	Cc1cc(C)c(C(=O)COC(=O)c2ccc([N+](=O)[O-])o2)cc1C
47	-0.23	-1.4	/	COC(=O)n1ccc(C(=O)Nc2ccccc2F)n1
48	-1.8	-0.48	17	O=C(CCl)Nc1ccc(N=Nc2ccccc2)cc1
49	-1.8	-1.4	-6	Cc1ccc2nc3sc(C(=O)NCc4ccco4)c(N)c3cc2c1
50	0.55	1.3	7	CCOc1ccc(OCC)c(Nc2cc(C)nc3nc(C)nn23)c1

Entries of single compounds as entered above. Order of screens: SDO1 yeast rescue | SDO1 yeast rescue Rescue 24 h | Insulin prom inh
Cc1ccc(CNc2oc(-c3cccs3)nc2C#N)cc1 in the list: -2 | -1.6 | 43
COc1cccc(N2CCN(CC(=O)c3c[nH]c4ccc(OC)cc34)CC2C)c1 (stereo not given) in the list: -1.2 | -0.78 | 48
O=C(CCl)Nc1ccc(N=Nc2ccccc2)cc1 in the list: -1.8 | -0.48 | 17

Next section
nr	SDO1 yeast rescue	SDO1 yeast rescue Rescue 24 h	Insulin prom inh	canonical_smiles
51	-0.23	0.79	-15	O=C(CCC(=O)OCC(=O)c1ccc(-c2ccccc2)cc1)Nc1cccc2cccnc12
52	-1.4	-0.57	35	CCn1c(C)nc2cc(C(=O)OC(C(F)(F)C(F)F)C(F)(F)C(F)F)ccc21
53	/	/	-55	COc1cccc(CC(=O)Nc2ccc(S(=O)(=O)Nc3nc(C)cc(C)n3)cc2)c1
54	-0.8	0.37	20	Cc1ccc(C(C)C)c(OCC(=O)Nn2c(C)nc3ccccc3c2=O)c1
55	0.11	-0.69	/	C=CCNC(=O)c1oc2ccc(S(=O)(=O)N(CC)CC)cc2c1C
56	-0.23	-0.59	8	O=C(CSc1nc2ccccc2c(=O)n1-c1ccccc1Cl)Nc1cccc(S(=O)(=O)N2CCOCC2)c1
57	0.78	-0.11	/	COc1ccc(OCC(=O)OCC(=O)NCc2ccc(F)cc2)cc1
58	1.2	0.06	0	CC(=O)N1CCN(c2ccc(NCc3ccc4c(c3)OCO4)cc2)CC1
59	-0.22	0.78	/	Cc1ccc(-n2cc(C(=O)c3ccc(F)cc3)nn2)cc1Cl
60	-0.04	-0.31	29	Cc1cc(C)cc(Nc2cnn(C34CC5CC(CC(CC(=O)O)(C5)C3)C4)c(=O)c2Cl)c1

Down the list, as entered above:
Compounds 54–59 in SDO1 yeast rescue Rescue 24 h: 0.37, -0.69, -0.59, -0.11, 0.06, 0.78

Random excerpt: 4 compounds from above
nr	SDO1 yeast rescue	SDO1 yeast rescue Rescue 24 h	Insulin prom inh	canonical_smiles
55	0.11	-0.69	/	C=CCNC(=O)c1oc2ccc(S(=O)(=O)N(CC)CC)cc2c1C
51	-0.23	0.79	-15	O=C(CCC(=O)OCC(=O)c1ccc(-c2ccccc2)cc1)Nc1cccc2cccnc12
54	-0.8	0.37	20	Cc1ccc(C(C)C)c(OCC(=O)Nn2c(C)nc3ccccc3c2=O)c1
53	/	/	-55	COc1cccc(CC(=O)Nc2ccc(S(=O)(=O)Nc3nc(C)cc(C)n3)cc2)c1

Next records.
nr	SDO1 yeast rescue	SDO1 yeast rescue Rescue 24 h	Insulin prom inh	canonical_smiles
61	/	/	-33	Cc1ccc(C(=O)C[n+]2ccc3ccccc3c2)cc1
62	0.19	0.18	/	OC(c1cccnc1)c1cccs1 (stereo not given)
63	0.01	-0.08	/	CCOC(=O)/C(C#N)=C1/SC(CC)C(=O)N1c1ccc(C)cc1 (stereo not given)
64	-0.87	0.63	-41	C/C(=N\OCC(=O)N/N=C/c1ccc(C)cc1O)c1cccs1
65	-0.56	-0.94	43	O=C(O)CCC(NC(=O)C(Cc1ccc2c(c1)OCO2)NC(=O)c1ccccc1)C(=O)O (stereo not given)
66	-1.9	-1.4	-83	O=C(NCCc1c[nH]c2ccccc12)c1cc2sccc2n1Cc1ccccc1
67	/	/	33	Cc1cc(C(=O)COC(=O)C2CC2)c(C)n1-c1ccc(F)cc1
68	/	/	33	O=C(CCl)NCc1cc(-c2ccc(Cl)cc2)no1
69	0.61	1	/	CCC(=O)N1CC2(CC(c3cccc([N+](=O)[O-])c3)=NO2)C[C@H]1C(=O)NCC(N)=O (stereo not given in full)
70	0.39	-0.24	/	O=C(NNc1nc2ccccc2s1)C1CC1
71	-0.75	-0.86	-54	C=CCOc1ccc(C=Nc2ccc(Cl)cc2)c(O)c1
72	2.1	1.3	-18	O=c1cc(-c2ccccc2)[nH]n1-c1nc2ccccc2[nH]1
73	-0.85	-0.59	-37	CC(C)CNC(=S)NC(=O)c1ccc(Cl)cc1
74	0.07	-0.77	-3	CC1=C(C(=O)Nc2ccccc2)C(c2ccc(C(C)C)cc2)N2C(=O)CSC2=N1 (stereo not given)
75	-1.4	-1.2	/	Cc1cc(C(=O)CN2C(=O)c3cccc(N)c3C2=O)c(C)n1Cc1cccs1
76	-0.21	-0.5	-11	O=C(CCc1nc2ccccc2c(=O)[nH]1)Nc1ccc(F)cc1
77	-1	-0.73	-26	CC(C)Cn1c(=O)c2c(nc3n2CCCN3CCc2ccccc2)n(C)c1=O
78	0.15	0.12	/	CC(C)(C)NC(=O)c1nc2nc(-c3ccccc3)cc(C(F)(F)F)n2n1
79	0.62	0.26	14	CC1(C)C(N(O)C(=O)Nc2ccccc2)N(c2cccc(Cl)c2)C(=O)N1O (stereo not given)
80	/	/	25	COc1cccc(C2CC(c3ccc(Br)cc3)=NN2C(=O)c2ccncc2)c1OC (stereo not given)

6 compounds from above, ordered by molar mass, smallest number first:
nr	SDO1 yeast rescue	SDO1 yeast rescue Rescue 24 h	Insulin prom inh	canonical_smiles
73	-0.85	-0.59	-37	CC(C)CNC(=S)NC(=O)c1ccc(Cl)cc1
71	-0.75	-0.86	-54	C=CCOc1ccc(C=Nc2ccc(Cl)cc2)c(O)c1
76	-0.21	-0.5	-11	O=C(CCc1nc2ccccc2c(=O)[nH]1)Nc1ccc(F)cc1
78	0.15	0.12	/	CC(C)(C)NC(=O)c1nc2nc(-c3ccccc3)cc(C(F)(F)F)n2n1
77	-1	-0.73	-26	CC(C)Cn1c(=O)c2c(nc3n2CCCN3CCc2ccccc2)n(C)c1=O
75	-1.4	-1.2	/	Cc1cc(C(=O)CN2C(=O)c3cccc(N)c3C2=O)c(C)n1Cc1cccs1

Further results follow:
nr	SDO1 yeast rescue	SDO1 yeast rescue Rescue 24 h	Insulin prom inh	canonical_smiles
81	0.06	-0.24	/	Clc1cccc(-c2ccc(/C=N/n3cnnc3)o2)c1
82	-0.49	1	/	Cc1occc1-c1nnc(SCC(=O)c2cc3ccccc3oc2=O)o1
83	/	/	-10	O=C(Cc1c(C(=O)O)[nH]c2ccccc12)NC1CCCC1
84	0.19	-0.57	33	CC(C)n1nc(C(=O)NCCc2ccc(S(N)(=O)=O)cc2)c2ccccc2c1=O
85	1.2	0.57	-4	NS(=O)(=O)c1ccc(NC(=O)C2COc3ccccc3O2)cc1 (stereo not given)
86	1.9	2	-89	O=C(CCc1nc2ccccc2c(=O)[nH]1)OCc1ccccc1F
87	-0.44	-0.74	/	CCn1nc(C)c(/C=N/NC(=O)c2ccc3c(c2)c(C)c(C)n3Cc2ccccc2)c1C
88	0.19	-0.66	/	Oc1ccc(-c2csc(NCc3ccco3)n2)cc1
89	-0.2	0.02	44	O=C(/C=C/c1ccccc1)c1ccoc1
90	-0.87	-0.54	8	Cc1ccccc1C(=O)N1CCc2cc(-c3nc(NC(=O)Cc4ccc5c(c4)OCO5)sc3C)ccc21
91	-0.52	-0.47	-23	Cc1ccc(C(=O)N/N=C2\CCSC2)cc1[N+](=O)[O-]
92	/	/	-25	COc1ccc(CNCc2c(C(=O)N(C)C)nc3ccc(Cl)cn23)c(OC)c1
93	-0.16	-1.8	2	O=C(CSc1n[nH]c(-c2cccnc2)n1)Nc1ccccc1
